VIM-2 inhibitor: VIM-2 metallo-beta-lactamase inhibitors, primary screen, biochemical, epi-absorbance readout, Pseudomonas aeruginosa enzyme. purified VIM-2, nitrocefin hydrolysis, epi-absorbance fluorescence. inhibition, % at 5.6 µM. 290,000 tested, 0.89% active. AID 1527, 2009;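 active = inhibition above the mean of all tested compounds plus 3 SD, cutoff set per screening run, cut at about 7.5% in these data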;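 also: red hydrolysis product quenches plate fluorescence so inhibitors raise well fluorescence; 0% = enzyme with DMSO and 100% = DMSO without enzyme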
M18AAP inhibitor: PfM18AAP inhibitors, malaria aminopeptidase, primary screen, biochemical, QFRET, recombinant enzyme; H-Glu-NHMec fluorogenic cleavage; 290,000 tested, 1.2% active; M18 aspartyl aminopeptidase (Plasmodium falciparum 3D7); inhibition, % at 7.35 µM;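 active = inhibition above the campaign mean inhibition over all tested compounds plus 3 SD, cut at about 28% in these data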;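 also: 0% = plate median of test compound wells and 100% = 2 mM ZnCl2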
IDE inh: human IDE inhibitors in live cells, primary screen, fluorescence polarization, HEK cells, FAbetaB substrate | FAbetaB cleavage | AID 434962, 2010 | 320,000 tested, 0.41% active | Insulin-degrading enzyme (Homo sapiens), P14735 | inhibition, % at 5.59 µM;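 active = percent inhibition above the average of all tested compounds plus 3 SD, set per screening campaign, cut at about 16% in these data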;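 also: IDE supplied by intact live HEK cells; FP after avidin binding of uncleaved biotin substrate so inhibition keeps polarization high; 0% = DMSO wells and 100% = 60 µM reference IDE inhibitor Ii1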
Target sequence (P14735 whole entry, looked up): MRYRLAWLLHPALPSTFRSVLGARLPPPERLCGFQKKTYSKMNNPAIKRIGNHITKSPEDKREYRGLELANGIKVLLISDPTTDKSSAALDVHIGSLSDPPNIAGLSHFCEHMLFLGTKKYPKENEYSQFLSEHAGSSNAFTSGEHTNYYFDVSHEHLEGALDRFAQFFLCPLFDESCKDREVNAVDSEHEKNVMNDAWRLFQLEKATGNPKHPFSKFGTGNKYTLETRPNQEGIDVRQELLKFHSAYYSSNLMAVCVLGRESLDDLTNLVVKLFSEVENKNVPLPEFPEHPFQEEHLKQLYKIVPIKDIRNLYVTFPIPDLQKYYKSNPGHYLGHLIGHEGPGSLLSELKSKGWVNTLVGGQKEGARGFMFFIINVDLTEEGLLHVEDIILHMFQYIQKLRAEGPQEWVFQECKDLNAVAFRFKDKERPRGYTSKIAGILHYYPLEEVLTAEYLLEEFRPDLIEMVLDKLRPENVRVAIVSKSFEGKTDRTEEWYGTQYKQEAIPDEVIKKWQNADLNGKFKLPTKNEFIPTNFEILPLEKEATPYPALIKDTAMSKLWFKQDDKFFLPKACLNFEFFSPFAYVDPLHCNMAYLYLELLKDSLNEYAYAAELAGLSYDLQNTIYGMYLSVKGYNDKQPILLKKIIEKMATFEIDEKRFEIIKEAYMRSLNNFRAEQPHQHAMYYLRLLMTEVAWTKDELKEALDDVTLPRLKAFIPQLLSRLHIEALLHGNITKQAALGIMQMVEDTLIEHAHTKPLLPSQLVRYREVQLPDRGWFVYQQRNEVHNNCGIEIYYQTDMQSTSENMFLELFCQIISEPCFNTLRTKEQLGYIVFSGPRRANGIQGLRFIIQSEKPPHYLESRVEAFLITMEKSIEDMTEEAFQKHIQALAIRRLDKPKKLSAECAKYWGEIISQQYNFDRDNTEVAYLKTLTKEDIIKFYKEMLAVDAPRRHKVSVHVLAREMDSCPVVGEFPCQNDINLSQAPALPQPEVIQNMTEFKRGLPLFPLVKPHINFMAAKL
HCV NS3 hel inh: inhibitors of HCV NS3 helicase, primary screen, biochemical, Cy5 molecular beacon fluorescence; inhibition, % at 10.9 µM; 290,000 tested, 0.56% active; NS3 helicase DNA unwinding; Hepatitis C virus NS3 helicase; AID 1800, 2009;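 active = inhibition above the mean of all tested compounds plus 3 SD, set per campaign, cut at about 35% in these data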;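 also: 0% = DMSO wells and 100% = thioflavine S control wells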
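test system = hepatitis C virus NS3 helicase domain fragment enzyme | reagent = annealed dual-labelled DNA beacon duplex, ATP-started | times = 1 h at 25 °C | detection = Cy5 fluorescence, 0 and 60 min reads | read-out basis = percent inhibition from t60/t0 fluorescence ratio | control set = DMSO and thioflavine S | replication = one well per compound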
IMP-1 inh: IMP-1 metallo-beta-lactamase inhibitors, primary screen, biochemical, epi-absorbance readout, Pseudomonas aeruginosa enzyme; 290,000 tested, 0.45% active; metallo-beta-lactamase IMP-1 (Pseudomonas aeruginosa); AID 1556, 2009; purified IMP-1, nitrocefin hydrolysis, epi-absorbance fluorescence; inhibition, % at 5.6 µM;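 active = inhibition above the mean plus 3 SD of all compounds in the same screening run, cut at about 4.5% in these data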;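 also: 0% = IMP-1 with DMSO and 100% = DMSO wells lacking enzyme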
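Test system: recombinant IMP-1 enzyme, purified / Medium: HEPES buffer pH 7.1 with ZnSO4 and Brij 35 / Doses: single dose, 5.6 µM / Times: 25 °C, 15 min preincubation, 25 min reaction / Detection: Epi-absorbance via hydrolysed-nitrocefin quenching of white-plate fluorescence, 480/530 nm, EDTA stop / Evaluation: percent inhibition from optical density relative to buffer-blank wells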
DNA FID counter: compounds displacing fluorescent DNA intercalator, primary screen, artefact control for HCV NS3 helicase inhibitor project, biochemical, FID fluorescence; DNA fluorescent intercalator displacement; inhibition, % at 7.9 µM; 290,000 tested, 0.17% active; in the data active = inhibition above about 37%;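 also: 0% = vehicle and 100% = reference compound; higher means more ethidium bromide displaced from hairpin DNA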
pCIP destab: p/CIP-EGFP fusion destabilizers, primary screen, fluorescence, F442A cells; Q05BA5; 16 h; decrease of EGFP signal, % at 10 µM; 290,000 tested, 0.01% active; AID 1984, 2009;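 active = EGFP signal decrease of at least 30% at 10 µM or well 3 SD below plate mean, unless failing retest; inactive = the rest, including hits failing retest or dose response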; also: some compounds called inactive have numbers as strong as hits; many of its hits are not listed in these tables
SUMO HTRF inh: inhibitors of in vitro SUMOylation cascade, primary screen, biochemical, HTRF, uHTS; HTRF SUMOylation assay, SAE1/SAE2 + UBC9; inhibition, % at 35 µM; 290,000 tested, 0.36% active; AID 2006, 2009; in the data active = inhibition above about 50%, passing the limit was not always enough; also: strong numbers were not always called active
IDE cell activ: human IDE activators in live cells, primary screen, fluorescence polarization, HEK cells, FAbeta-B substrate; FAbeta-B cleavage; 0% vehicle, 100% cell-free pure enzyme wells; activation, % at 5.96 µM; 340,000 tested, 0.073% active;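 active = activation above the mean of all tested compounds plus 3 SD, set per screening campaign, cut at about 17% in these data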
Active calls of the source: *; nt = no result given. The order is random. Share with any hit: about 3.6%.

SMILES | VIM-2 inhibitor | M18AAP inhibitor | IDE inh | HCV NS3 hel inh | IMP-1 inh | DNA FID counter | pCIP destab | SUMO HTRF inh | IDE cell activ
CCOc1ccc(Oc2ccc(Cl)cc2N)cc1 | -3.4 | 7 | 1 | -10 | -3.4 | -6 | -20 | -20 | -4
C=CCn1c(O)c(N=O)c2ccccc21 | -1.1 | 15 | 5 | 12 | -3.6 | -3 | -11 | -13 | 0
Cc1ccc(OCCC(=O)N2CCN(c3ccc(O)cc3)CC2)cc1 | 2.1 | 13 | -4 | 2 | -3.8 | -18 | -18 | 23 | 9
CCOc1cc(C2C(C(=O)c3ccco3)=C(O)C(=O)N2Cc2ccccc2)ccc1O (stereo unspecified) | 0.2 | 18 | -3 | 9 | -0.3 | -36 | -7 | 15 | 3
C=CCNC(=S)NCC | -0.6 | 4 | 2 | -2 | -2.4 | 0 | -4 | 24 | 5
C=CCn1c(=O)c2ccc(C(=O)NCc3ccccc3)cc2n(Cc2cccc(Cl)c2)c1=O | -0.8 | 2 | 2 | 0 | -1.6 | -1 | -14 | 19 | 5
CCN(CC)CCN(Cc1cc2cc3c(cc2[nH]c1=O)OCCO3)C(=S)NCCCN(C)C | -1.7 | 9 | 2 | -21 | -2.4 | 2 | -9 | 6 | 2
O=C(COC(=O)c1ccccc1)Nc1cccc(S(=O)(=O)NC2=NCCCCC2)c1 | -3.9 | -6 | 5 | 7 | -3.0 | -16 | -5 | 17 | -8
CCNC(=O)NC(=O)CSc1ccc(NC(C)=O)cc1 | -0.7 | -1 | 5 | 2 | -1.1 | 4 | 0 | 5 | -3
CS(=O)(=O)N(CC(=O)N1CCc2ccccc2C1)Cc1ccccc1 | -2.1 | -4 | 4 | 1 | -4.7 | -20 | -2 | -3 | -3
O=[N+]([O-])c1ccc(/C=N/Nc2nc3ccccc3o2)cc1 | -2.9 | -1 | 1 | 4 | -2.2 | -2 | -4 | 20 | 0
COc1cccc(NC(=O)Cn2c(=O)n(CCCC(=O)NCc3ccco3)c(=O)c3ccccc32)c1 | -4.8 | 2 | nt | 10 | -4.1 | -28 | -9 | 13 | -1

Random excerpt: two compounds from above.
SMILES | VIM-2 inhibitor | M18AAP inhibitor | IDE inh | HCV NS3 hel inh | IMP-1 inh | DNA FID counter | pCIP destab | SUMO HTRF inh | IDE cell activ
C=CCNC(=S)NCC | -0.6 | 4 | 2 | -2 | -2.4 | 0 | -4 | 24 | 5
C=CCn1c(=O)c2ccc(C(=O)NCc3ccccc3)cc2n(Cc2cccc(Cl)c2)c1=O | -0.8 | 2 | 2 | 0 | -1.6 | -1 | -14 | 19 | 5

More results follow:
SMILES | VIM-2 inhibitor | M18AAP inhibitor | IDE inh | HCV NS3 hel inh | IMP-1 inh | DNA FID counter | pCIP destab | SUMO HTRF inh | IDE cell activ
Cc1cccc(NC(=O)c2ccc(S(=O)(=O)NCc3cccnc3)cc2)c1 | -2.3 | 3 | 0 | -2 | -2.7 | -16 | -2 | -20 | 1
Cn1ncc(Br)c1C(=O)NC1CCCCC1 | -1.0 | -4 | -5 | 3 | -1.2 | -9 | -4 | 19 | 1
Cc1ccc(CN(CC(=O)NCCc2ccccc2)C(=O)CCCC(=O)Nc2cc(C)on2)cc1 | -0.7 | -10 | 1 | -1 | -5.4 | -21 | 4 | -12 | 6
Cc1ccc(S(=O)(=O)NCCc2nc3ccccc3[nH]2)cc1 | -2.6 | -3 | -1 | 2 | -1.3 | -4 | -9 | 16 | 7
CC(C)(C)c1ccc(SCC(N)=O)cc1 | 0.1 | 5 | 3 | 0 | -2.6 | -4 | -12 | 15 | 1
OCCN1CCN(Cc2nc(-c3cccc(Cl)c3)no2)CC1 | -1.7 | -13 | -1 | -5 | -4.1 | 3 | -8 | 8 | 5
CC(C)CC(NC(=O)c1ccc(Cl)cc1)C(=O)O (stereo unspecified) | -3.7 | 0 | -1 | -1 | -3.3 | 0 | -5 | 17 | 6
COc1cccc(CNC(=O)CSc2ccc(-c3ccco3)nn2)c1 | -4.1 | -15 | 0 | 3 | -5.0 | -4 | 9 | 24 | 2
CCOC(=O)c1cnn(-c2ccccc2)c1NC(=O)CSc1nnc(-c2cccs2)n1CC | 0.3 | 14 | 3 | 0 | -1.2 | -42 | 8 | 7 | 4
CC1CCN(CCCNC(=O)Cn2ncc3c([nH]c4ccccc43)c2=O)CC1 | 1.9 | -4 | 2 | -3 | -1.5 | 16 | -8 | 10 | 6
CCOC(=O)CSc1nnc(CNc2ccc(Cl)cc2)n1-c1ccccc1 | -1.9 | 3 | -3 | -2 | -2.7 | -24 | 2 | 17 | 2
CCc1cc2ccc(C)cc2nc1SCC(=O)N1CCN(C(=O)c2ccco2)CC1 | 1.3 | 6 | -5 | 3 | 0.0 | -34 | 0 | 21 | -1
CCCCN1Cc2cc(C(=O)c3cc(F)ccc3O)cnc2NC1=O | -4.3 | 6 | 0 | -7 | -2.6 | -19 | 4 | 0 | 0
CCCCN1C2CCCC1CC(NC(=O)c1ccc(OC)c(OC)c1)C2 (stereo unspecified) | -3.8 | -1 | 3 | -15 | -2.3 | 0 | 6 | 2 | 0
Cc1ccccc1NC(=O)c1cc(S(=O)(=O)Nc2cccc(C(=O)O)c2)ccc1Cl | -1.5 | 1 | -4 | 5 | -2.4 | -20 | -6 | 14 | 0
CCNC(=S)NCCN1CCOCC1 | 1.3 | -16 | 3 | -8 | -1.9 | 2 | -4 | -4 | 6
O=C(CN1CCN(S(=O)(=O)c2ccccc2F)CC1)NC1CCCC1 | -2.4 | -1 | 6 | -10 | 1.0 | -3 | 1 | -3 | 3
N#Cc1c2ccc(OCC(=O)NCc3ccco3)cc2n2ccccc12 | 1.0 | -5 | 1 | 15 | -2.1 | -3 | -11 | 46 | -1
COc1ccc(-c2coc3cc(O)cc(O)c3c2=O)cc1 | 0.9 | 4 | -1 | -6 | -2.6 | -6 | -7 | -11 | 6
NC(Cc1ccc(OC(F)F)cc1)C(=O)O (stereo unspecified) | -1.8 | -1 | -2 | -5 | -2.0 | 0 | -2 | 15 | -2
CCOC(=O)c1cc2c(ccn2C)n1CC(=O)N1CCC(C)CC1 | -2.5 | 13 | 7 | 18 | -3.6 | -10 | -12 | 12 | 4
Cn1ccnc1SCc1cc(=O)[nH]c2ccccc12 | 0.2 | 3 | -7 | -7 | -1.4 | -1 | -11 | 12 | 0
CCOC(=O)CC1ON(C)C(=O)N1c1ccc([N+](=O)[O-])cc1 (stereo unspecified) | -6.8 | 8 | -5 | 5 | -4.2 | 1 | -7 | 17 | 2
CCOC(=O)c1sc(NC(NC(=O)c2ccco2)(C(=O)OC)C(F)(F)F)nc1C (stereo unspecified) | -1.5 | 2 | 4 | -6 | -0.7 | -8 | 3 | -19 | 1
COc1ccccc1N1CCN(S(=O)(=O)c2ccc(Cl)s2)CC1 | 2.1 | 7 | 2 | -11 | -6.2 | -11 | -13 | -13 | 0
OC1(c2cccnc2)CCN(Cc2nnnn2Cc2ccccc2)CC1 | -1.1 | -4 | 0 | -2 | -2.9 | 0 | 9 | 6 | -4
COc1ccc(OC)c(NC(=O)NNC(=O)COc2ccc([N+](=O)[O-])cc2)c1 | -2.6 | 6 | -3 | 2 | -3.7 | -3 | 10 | 7 | 8
O=C(Cn1nnc(-c2ccccc2)n1)N1CCN(c2ccc(F)cc2)CC1 | -2.8 | -3 | -6 | 8 | -0.8 | -3 | 3 | 0 | -1
O=c1nc(/C=C/c2ccc(-c3ccc(F)cc3)o2)cc(C(F)(F)F)[nH]1 | -0.1 | 7 | 5 | 7 | -0.4 | -4 | -40 | 15 | nt
Cc1cc2oc(C(=O)N(Cc3ccccc3)C3CCS(=O)(=O)C3)c(C)c2cc1C (stereo unspecified) | -2.9 | 3 | 2 | -9 | -4.1 | -38 | 5 | -16 | 6
O=C(CSc1ncc(-c2ccc(F)cc2)[nH]1)Nc1cccc(O)c1 | -1.6 | 0 | 3 | -7 | -0.8 | 4 | -8 | 13 | -4
O=C(Cc1cccs1)Nc1nnc(CCc2ccccc2)s1 | 0.5 | 15 | 1 | 18 | 0.8 | -15 | -7 | -13 | -4
CN(C)c1nc2c(c(=O)[nH]c(=O)n2C)n1CCOc1ccccc1 | -1.8 | 2 | -1 | -1 | -0.1 | -7 | -2 | 5 | 4
Cc1ccc(N2C(=O)c3cccc(Oc4ccc(Cl)cc4)c3C2=O)c(C)c1 | -2.7 | -6 | -2 | 5 | -1.9 | 1 | -4 | -2 | 5
COc1cc2c(cc1OC)CN(C(=O)c1cc(S(=O)(=O)N3CCCCC3)ccc1Cl)CC2 | 0.7 | -6 | 1 | -5 | -0.1 | -52 | -3 | 7 | 5
O=[N+]([O-])c1c(C(Cl)Cl)nn(-c2ccccc2)c1N1CCOCC1 | -2.1 | -10 | -2 | 58* | -1.6 | -5 | -9 | -1 | 2
N#Cc1c(-c2cccc(Br)c2)cc(-c2cccnc2)nc1N | -3.0 | 10 | 9 | 5 | -1.4 | -6 | -34 | 13 | -6
CC(C)CC(=O)NC(C)C(c1cccs1)N1CCOCC1 (stereo unspecified) | -0.9 | -8 | -2 | 10 | 0.3 | -4 | -1 | 14 | 1
N#Cc1c(/N=C/c2ccco2)sc2c1CCC2 | -2.1 | 13 | -2 | 30 | 2.8 | -9 | -3 | 12 | -1
CC(=O)Nc1cccc(NC(=S)Nc2ccc(F)c(Cl)c2)c1 | -0.1 | 17 | 7 | 4 | -0.3 | 1 | 15 | 6 | 2
N#Cc1ccc(CN2CCN(CC(=O)NCCc3ccc(Cl)cc3Cl)CC2)cc1 | 0.4 | -3 | 2 | -80 | -2.6 | -9 | -21 | -7 | 4
O=C(C[n+]1cc(-c2ccc(Cl)cc2)n2c1CCCCC2)c1ccccc1 | -3.4 | -2 | 8 | -28 | -2.3 | 10 | -6 | 8 | 1
O=C(Cc1coc2cc3c(cc12)CCC3)NC1CCCCCCC1 | -0.4 | 1 | 0 | -4 | -3.6 | -20 | 0 | 7 | 2
CCSc1nnc(NC(=O)c2ccccc2)s1 | -4.1 | 7 | 3 | -1 | -3.5 | -3 | 1 | 11 | -2
CCN1C(=O)c2ccccc2Sc2ccc(C(=O)NCCCN(CC(C)C)CC(C)C)cc21 | -1.0 | -2 | 1 | -34 | -1.5 | 28 | 4 | -15 | -2
COc1cc(SC)ccc1C(=O)N1CCc2ccccc21 | 1.5 | 5 | 3 | 2 | -1.2 | -19 | -11 | 11 | 2
